Screening data (PubChem BioAssay)
H9c2 TAG inh: reduces triacylglycerol accumulation in H9c2 cells. actives 0.66% (n = 230,000). inhibition, % at 12.5 µM. Nile Red lipid (TAG) fluorescence; cells loaded with 200 µM oleic acid;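 active = pattern-corrected inhibition of lipid staining of at least 50% with the nuclear-stain viability signal not falling by more than 50%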;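 also: 0% = DMSO wells and 100% = triacsin C control wells; some results filed as inactive read as strong as hits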
H9c2 TAG inh DAPI viability: further read-out of H9c2 TAG inh, marked with its call; DAPI nuclei signal change (viability), lower = more cytotoxic, %;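 whole-well DAPI fluorescence read on a plate reader as a viability signal; minus 50 percent equals half of cells still viable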
Starred values were filed as active, the others as inactive.

SMILES	H9c2 TAG inh	H9c2 TAG inh DAPI viability
CN1OC[C@@H]2CN(C(=O)c3ccc(-c4ccccc4)cc3)[C@H](c3ccc(-c4cccc(F)c4)cc3)C[C@@H]21	14.7	-2.8
Cc1c(C(=O)N2CCN(c3ccccn3)CC2)cccc1[N+](=O)[O-]	4.0	-14.1
CSc1sc(-c2nnc(SCC(=O)Nc3ccccc3)n2C)c2c1C=CCC2	6.3	-5.9
COc1c(C(=O)Nc2ccc3[nH]c(=O)[nH]c3c2)cc2ccccc2c1Br	-0.8	-1.0
CSc1nnc(-c2sc3cc(Cl)ccc3c2Cl)n1C	-10.5	12.8
Cc1ccc(/C=C2\SC(=S)N(C3CCS(=O)(=O)C3)C2=O)cc1 (configuration not stated)	20.3	2.9
CS(=O)(=O)N(CC(=O)NCc1ccncc1)c1cc(Cl)cc(Cl)c1	-4.8	5.4
COc1ccc(-c2csc(C(O)c3ccc(F)cc3)n2)cc1 (configuration not stated)	-25.9	-1.4
CCOc1ccc(-n2c(C)cc(/C=N/NC(=O)C(N)=O)c2C)cc1	-0.8	5.3
CCOC(=O)c1ccccc1NC(=O)CC1SC(=NC)N(C)C1=O (configuration not stated)	-14.6	5.7
O=C(NCc1ccc(Cl)cc1)c1cccc(NC(=O)c2ccccc2)c1	-10.1	6.6
COc1ccc2nc(NC(=O)CCc3ccc(OC)c(OC)c3)sc2c1	-19.4	10.9
CCOC(=O)N1CCN(CC(=O)Nc2nnc(C(F)(F)F)s2)CC1	3.1	5.5
Cc1ccc(NC(=O)N2CCN(C(=O)c3ccco3)CC2)cc1Cl	2.1	-1.1
Cc1nn(-c2ccccc2)c(C)c1C(=O)OCC(=O)NC(=O)NC1CCCCC1	-0.8	-0.8
CCOc1ccc(NC(=O)CSc2nc3cc(C(=O)NCC4CCCO4)ccc3c(=O)n2CC2CCCO2)cc1 (configuration not stated)	15.8	-25.2
CSCCC(NS(=O)(=O)c1ccc2c(c1)oc(=O)n2C)C(=O)NCc1cccs1 (configuration not stated)	0.9	-1.4
CCOC(=O)Nc1ccc2c(c1)N(CCCN(C)C)c1ccccc1CC2	17.3	-4.4
Cc1ccccc1N1CCN(C(=S)c2ccc(-c3cccc([N+](=O)[O-])c3)o2)CC1	19.3	15.8
O=C(O)CCCC(=O)NCc1c(Cl)cccc1Sc1ccc(Cl)cc1	-5.3	-0.3
COc1cccc(N2C(=O)[C@H]3C(C(=O)c4cnccn4)=NN[C@H]3C2=O)c1	2.2	10.9
COc1cccc(NC(=O)CC2(CC(=O)O)CCCC2)c1	0.3	-3.3
O=C(Cc1ccc(Cl)cc1)NC1CCCN(Cc2ccccc2F)C1 (configuration not stated)	-5.1	-0.6
CCOc1cc(C(=O)NC(C)COC)cc(OCC)c1OCC (configuration not stated)	-6.0	6.7
Cc1nn(CC(=O)NC(C)c2ccccc2)c(C)c1[N+](=O)[O-] (configuration not stated)	6.1	2.6
O=C(O)C1C2CCC(O2)C1C(=O)Nc1cccc(Cl)c1 (configuration not stated)	5.1	-7.6
C=CC[C@@H](CC(=O)OC(C)(C)C)C(=O)OC[C@H]1CCCN1C(=O)[C@@H](CC=C)CC(=O)N[C@H](CO)Cc1ccccc1	-25.7	6.6
Cc1c(C)n(C(=O)CSc2nc3ccccc3[nH]2)c2ccccc12	-3.4	43.2
O=C1C=C(c2ccccc2)CC(c2ccc(F)cc2)C1 (configuration not stated)	-9.0	5.1
CCOC(=O)C1=C(O)CSC1=Nc1ccc(C)cc1	2.8	-1.5
O=C(N[C@@H](Cc1ccccc1)c1nc2ccccc2[nH]1)c1cc([N+](=O)[O-])ccc1Cl	-10.9	2.3
CC(/C=N/NC(=O)c1ccccc1C)=C\c1ccccc1	14.3	-12.0
COc1cccc(CN(C)C(=O)C(Cc2ccccc2)NC(=O)c2ccccc2)c1OC (configuration not stated)	7.7	0.5
CC1CN(C2CCN(C(=O)COc3ccc(Cl)cc3)CC2)CC(C)O1 (configuration not stated)	3.8	17.5
CCCS(=O)(=O)NC(=O)C1(C)CCN(C(=O)c2cc(F)ccc2C)C1 (configuration not stated)	-0.1	1.3
Cc1ccc(C(c2nnnn2CCc2ccccc2)N2CCC(C)CC2)cc1 (configuration not stated)	10.9	0.9
COc1ccc(C(C)=O)cc1COC(=O)Cc1n[nH]c(=O)c2ccccc12	5.8	-2.2
CC(=O)c1cc(-c2ccccc2)n(CC(=O)N2CCCC2)c1C	5.7	-3.3
CC(=O)c1c(C)oc2ccc(N(C(C)=O)S(=O)(=O)c3ccc(Cl)c([N+](=O)[O-])c3)cc12	-17.2	5.8
Cc1cccc2[nH]c3c(=O)n(CCN4CCNCC4)cnc3c12	33.5	0.4

Arranged by length of the SMILES (ascending): part of the list above
SMILES	H9c2 TAG inh	H9c2 TAG inh DAPI viability
COc1ccc(-c2csc(C(O)c3ccc(F)cc3)n2)cc1 (configuration not stated)	-25.9	-1.4
COc1ccc(C(C)=O)cc1COC(=O)Cc1n[nH]c(=O)c2ccccc12	5.8	-2.2
COc1cccc(CN(C)C(=O)C(Cc2ccccc2)NC(=O)c2ccccc2)c1OC (configuration not stated)	7.7	0.5

Later entries:
SMILES	H9c2 TAG inh	H9c2 TAG inh DAPI viability
Cc1c(NC(=O)C2CCCCC2)cc(C(=O)N2CCOCC2)cc1[N+](=O)[O-]	2.5	2.9
CC1(C)Cc2c(c(-c3ccco3)nc3sc4c(NCC5CCCO5)ncnc4c23)CO1 (configuration not stated)	-6.6	67.7
COc1ccc(C(=O)COC(=O)c2cccnc2Cl)c(OC)c1	7.9	-5.7
Cn1cccc1C(=O)OCC(=O)Nc1cccc(S(=O)(=O)N2CCOCC2)c1	0.1	-12.8
Cc1cc(NC(=O)c2c(C)noc2C)no1	-2.2	8.1
Cc1ccc(C(C)C)c(OCC(=O)NCC(c2cccs2)N2CCOCC2)c1 (configuration not stated)	-35.5	-0.3
CCOC(=O)c1ccc(N2C(=O)c3n[nH]c(C)c3C2c2ccccn2)cc1 (configuration not stated)	-0.6	-5.9
Cc1cccc(C(=O)NCC(=O)N2CCCC2)c1	10.5	-1.6
CN(C)CCCN(C(=O)c1ccc(C(=O)c2ccccc2)cc1)c1nc2cc3c(cc2s1)OCO3	15.4	-3.1
COc1ccc(OC)c(NC(=O)CN(Cc2ccccc2)S(C)(=O)=O)c1	0.8	20.4
O=C(CNS(=O)(=O)c1ccccc1Br)OCC(=O)N1CCc2ccccc21	12.3	-12.7
CC(C)Cn1cnc2c(SCc3ccc(Cl)cc3)nc(N)nc21	-5.0	-6.5
CCCCC1(C)NC(=S)N2N1C(=S)NC2(C)CCCC (configuration not stated)	-0.3	-3.5
Cc1ccc(NC(=O)CN2CCC(C(=O)c3ccc4c(c3)OCCO4)CC2)cc1	-7.2	15.8
C[C@H](NC(=O)OC(C)(C)C)c1nnc(SCC(N)=O)o1	-18.2	10.6
O=C(O)C1CC(Br)C(Br)CC1C(=O)O (configuration not stated)	-5.1	-8.6
O=C(NCc1ccco1)C(c1cccs1)N(C(=O)C1COc2ccccc2O1)c1cccc(O)c1 (configuration not stated)	8.6	-4.6
S=C1SCCN1Cc1ccccc1	5.4	-1.9
O=C(O)CCCC(=O)NCCc1cccc(Cl)c1	7.2	-15.2
COc1ccc([N+](=O)[O-])cc1N1C(=O)c2cccnc2C1=O	0.4	-1.9
COc1cccc(OCc2ccc(Cn3nc(NC(=O)NCCc4ccc(OC)c(OC)c4)c4ccccc43)cc2)c1	-12.8	-6.0
N=c1c(S(=O)(=O)c2ccc(Br)cc2)cc2c(=O)n3ccccc3nc2n1CCN1CCOCC1	8.6	33.9
CCC(=O)N(C(=O)CC)N1CCN(c2ccncc2S(=O)(=O)N2CCCCC2)CC1	-3.3	-5.4
COCC(=O)Nc1nnc(-c2ccc(C(C)(C)C)cc2)s1	7.2	-0.8
Cc1cccc2sc(N(CCCN3CCOCC3)C(=O)CS(=O)(=O)c3ccc(F)cc3)nc12	-8.3	-0.7
COc1ccc(NC(=O)C(CC(C)C)NC(=O)C2CCCCC2)c(OC)c1 (configuration not stated)	16.5	-0.6
O=S(=O)(c1ccc(Br)cc1)c1nc(-c2ccccc2)oc1N1CCOCC1	-21.2	-0.3
CN(C)c1ccc(C=NCC2COc3ccccc3O2)cc1 (configuration not stated)	4.6	0.0
O=C(O)COc1ccc(=O)n(-c2ccccc2)n1	9.4	-7.9
CCC(C)Sc1ccc(-c2nc3cnccn3c2NC2CCCCC2)cc1 (configuration not stated)	21.0	-10.9
CCCNC(=O)c1cc(C2CCCN(C(=O)c3cc(C(C)(C)C)nn3C)C2)on1 (configuration not stated)	10.8	-10.1
O=C(COC(=O)c1ccco1)Nc1nc2ccccc2s1	-2.7	16.3
O=C(Nc1nnc(CC2=CCCCC2)s1)c1cccs1	8.9	-9.8
Cc1cn([C@H]2C[C@H](O)[C@@H](CNCc3ccc(Oc4cc(-n5cccn5)ncn4)cc3)O2)c(=O)[nH]c1=O	-7.5	1.4
O=C(COC(=O)c1cccs1)NCC1CCCCC1	-7.2	10.1
O=C(CCNC(=O)c1ccc(Cl)cc1)NC1CCCCCC1	11.0	-3.9
COc1ccc(NC(=O)N(C2CCCCC2)C(C)c2cccnc2)c(OC)c1 (configuration not stated)	-8.2	9.2
CCCc1nc(NCC2CCCO2)c2nnn(Cc3ccccc3)c2n1 (configuration not stated)	-13.5	0.9
C=CCN(c1ccccc1)S(=O)(=O)c1cccc(C(=O)NCC(c2ccccc2OC)N2CCCC2)c1 (configuration not stated)	4.4	1.2
CCCCOC(=O)c1ccc(NC(=O)CN2C(=O)NC3(CCCCCC3)C2=O)cc1	7.0	-10.8

5 compounds picked at random from the list so far, as already listed:
SMILES	H9c2 TAG inh	H9c2 TAG inh DAPI viability
O=C(O)COc1ccc(=O)n(-c2ccccc2)n1	9.4	-7.9
COCC(=O)Nc1nnc(-c2ccc(C(C)(C)C)cc2)s1	7.2	-0.8
CCCNC(=O)c1cc(C2CCCN(C(=O)c3cc(C(C)(C)C)nn3C)C2)on1 (configuration not stated)	10.8	-10.1
O=C(COC(=O)c1ccco1)Nc1nc2ccccc2s1	-2.7	16.3
Cc1cn([C@H]2C[C@H](O)[C@@H](CNCc3ccc(Oc4cc(-n5cccn5)ncn4)cc3)O2)c(=O)[nH]c1=O	-7.5	1.4

Part of the list above, with bars between the fields.
SMILES | H9c2 TAG inh | H9c2 TAG inh DAPI viability
O=C(COC(=O)c1ccco1)Nc1nc2ccccc2s1 | -2.7 | 16.3
O=C(Nc1nnc(CC2=CCCCC2)s1)c1cccs1 | 8.9 | -9.8
Cc1cn([C@H]2C[C@H](O)[C@@H](CNCc3ccc(Oc4cc(-n5cccn5)ncn4)cc3)O2)c(=O)[nH]c1=O | -7.5 | 1.4

(more compounds)
SMILES	H9c2 TAG inh	H9c2 TAG inh DAPI viability
CN(C(=O)c1cccc(NC(=O)Cc2ccc(NC(=O)C3CCN(C(=O)C4CCCC4)CC3)cc2)c1)C1CC1	-3.9	13.6
O=[N+]([O-])c1cccc(-c2cn3nc(-c4ccccc4)c(-c4ccccc4)nc3n2)c1	-3.2	11.7
O=C(Cc1ccc(F)cc1)N/N=C/c1ccc(-c2ccc(Cl)c(C(=O)O)c2)o1	-4.7	-0.4
OC(c1ccccc1)(c1ccccc1)c1nccc2ccccc12	-6.1	2.4
COc1cc(C(=O)NC(CCSC)C(=O)OCC(=O)NC(=O)C2CCCCC2)cc(OC)c1OC (configuration not stated)	-2.4	1.6
NS(=O)(=O)c1ccc(NC(=O)CCCCCN2C(=O)c3ccccc3C2=O)cc1	11.5	11.1
CCn1nccc1C(=O)Nc1ccc(S(=O)(=O)NC23CC4CC(CC(C4)C2)C3)cc1	8.4	-0.6
CCOc1ccc(CCNC(=O)CSC(=S)N2CCCC2)cc1OCC	30.6	-7.1
COc1ccc(CCNC(=O)C(=O)Nc2ccc3nc4n(c(=O)c3c2)CCCCC4)cc1OC	1.5	6.7
COC(=O)CN(c1ccc(OC)cc1)S(=O)(=O)c1c(C)noc1C	9.9	-4.7
CCC(=O)c1ccccc1OCCN1CCN(Cc2ccccc2)CC1	-6.1	1.4
CCOC(=O)NC(=O)CSc1nnnn1-c1ccc(C)cc1	0.0	-2.0
Cc1cccc(NC(=S)N2CCC(c3nc4ccccc4o3)CC2)c1	1.3	3.1

The list is partial. The share of hits here may be higher or lower than overall.
